Source: PubChem BioAssay
APEX1 inh: blocks human APE1 abasic DNA cleavage; P27695; recombinant APE1, TAMRA/BHQ-2 abasic DNA cleavage fluorescence; Potency, µM (highest dose often 65.8 µM), for the others: at the highest dose activity change, negative = inhibition, usual class: inhibitors; 0.35% of 350,000 active; AID 2517;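 further: potency means the concentration at half of the fitted maximal effect; plate controls were vehicle for no effect and reference inhibitor for full effect; nearly all actives have a fitted effect of over 55% in size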
Target sequence (P27695 whole entry, looked up): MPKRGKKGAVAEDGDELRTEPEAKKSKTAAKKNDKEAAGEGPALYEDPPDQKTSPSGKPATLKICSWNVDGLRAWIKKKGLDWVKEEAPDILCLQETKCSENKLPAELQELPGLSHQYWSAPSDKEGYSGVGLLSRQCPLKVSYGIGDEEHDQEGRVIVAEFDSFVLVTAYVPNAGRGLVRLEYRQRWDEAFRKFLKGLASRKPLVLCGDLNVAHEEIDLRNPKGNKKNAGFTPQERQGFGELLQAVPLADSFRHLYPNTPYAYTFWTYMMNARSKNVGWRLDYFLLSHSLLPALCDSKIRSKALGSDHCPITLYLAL
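Incision of a quenched TAMRA/BHQ-2 THF abasic-site duplex (50 nM) by 0.75 nM APE1, after 15 min compound preincubation, measured as fluorescence increase over three 60 s reads. Values normalized to buffer, DMSO and NSC13755 control wells.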
BLM helicase inh: Bloom syndrome helicase (human) inhibition. recombinant BLM DNA unwinding, fluorescence dequenching. 0.2% of 350,000 active. P54132. Potency, µM (top dose mostly 56.1 µM), for inactives: at the highest dose activity change, negative = inhibition, most hits filed as inhibitors;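 further: potency means the concentration at half of the fitted maximal effect; plate controls were vehicle for no effect and no enzyme for full effect; nearly all actives have a fitted effect of over 35% in size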
POLH inh: inhibitors of human DNA polymerase eta; Q9Y253; recombinant Pol eta, fluorescent DNA replication assay; Potency, µM (titrated, usually from 114 µM), without a hit: at the top dose activity change, negative = inhibition, usual class: inhibitors; 1.2% of 390,000 active; AID 588591; further: potency means the concentration at half of the fitted maximal effect; on the % scale 0 is the no-effect control and ±100 the full control effect
Target sequence (Q9Y253 whole entry, looked up): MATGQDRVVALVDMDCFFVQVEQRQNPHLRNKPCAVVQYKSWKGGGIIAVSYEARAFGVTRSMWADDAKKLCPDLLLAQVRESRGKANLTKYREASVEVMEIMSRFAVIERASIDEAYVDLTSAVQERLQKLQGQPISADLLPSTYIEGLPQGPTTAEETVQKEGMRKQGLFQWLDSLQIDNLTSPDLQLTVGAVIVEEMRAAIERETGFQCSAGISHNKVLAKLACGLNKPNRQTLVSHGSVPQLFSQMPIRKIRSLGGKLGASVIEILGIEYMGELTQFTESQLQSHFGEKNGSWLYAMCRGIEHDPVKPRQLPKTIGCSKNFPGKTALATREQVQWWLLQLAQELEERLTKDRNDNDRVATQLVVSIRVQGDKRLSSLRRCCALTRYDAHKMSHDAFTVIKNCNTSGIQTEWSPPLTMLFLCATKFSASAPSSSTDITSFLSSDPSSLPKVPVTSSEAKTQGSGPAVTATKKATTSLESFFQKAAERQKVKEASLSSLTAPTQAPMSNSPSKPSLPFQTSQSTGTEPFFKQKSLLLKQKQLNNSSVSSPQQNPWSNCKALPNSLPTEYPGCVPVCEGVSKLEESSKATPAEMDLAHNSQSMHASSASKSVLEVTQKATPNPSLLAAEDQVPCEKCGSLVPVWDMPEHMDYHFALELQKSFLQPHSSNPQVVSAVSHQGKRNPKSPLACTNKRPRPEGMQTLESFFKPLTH
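Pol eta (10 nM) was preincubated with compounds for 15 min at room temperature, after which fluorescent replication substrate (50 nM final) was added to start the reaction. Fluorescence was read kinetically at 0 and 10 min.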
Pol beta inh: inhibitors of human DNA polymerase beta. P06746. Pol beta primer extension/strand displacement, fluorescence kinetic. Potency, µM (highest dose often 114 µM), inactives show top-dose activity change, negative = inhibition, hits mostly inhibitors. 1.3% of 340,000 active. AID 485314; further: potency means the concentration at half of the fitted maximal effect; on the % scale 0 is the no-effect control and ±100 the full control effect
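Homogeneous kinetic assay of primer extension and strand displacement by 10 nM Pol beta, preincubated 15 min at room temperature with compound before 50 nM substrate (final) was added. Read at 0 and 10 min; four-parameter Hill fit.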
Glioma ERSR ind: ER stress response induction in glioma; U87-MG GRP78 promoter luciferase reporter, 16 h; Potency, µM, without a hit: at the top dose activation, actives largely listed as activators; 0.02% of 420,000 active; further: potency means the concentration at half of the fitted maximal effect; series mostly up to about 76 µM; % of control where 0% means no effect; nearly all actives have a fitted effect of over 35% in size
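ERSR induction read as luciferase luminescence (Bright-Glo, 10 min at room temperature) in stably transfected human U87-MG glioma cells exposed to compounds for 16 h, using GRP78 as sensor.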
Apoferritin bind: candidate novel general anesthetic via apoferritin binding. P02791. apoferritin/1-aminoanthracene competitive binding, fluorescence. Potency, µM (series often up to 77.5 µM), for the others: at the top dose activity change, negative = displacement, hits mostly inhibitors. 0.074% of 350,000 active. AID 485281; further: potency means the concentration at half of the fitted maximal effect; on the % scale 0 is the no-effect control and ±100 the full control effect; nearly all actives have a fitted effect of over 20% in size
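10 uM apoferritin + 50% sat. 1-AMA, PBS; cpd 10 min RT; Ex380/Em535 endpoint; normalized to free probe vs complex; 4-param Hill fit; propofol titration as pos. ctrl.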
LDHA inh: LDHA (human) enzyme inhibition | purified LDHA, NADH/diaphorase-resazurin fluorescence; stronger effect = lower value | activity change, % (values are at about 110 or 230 µM) | 0.15% of 480,000 active | AID 1347041; in the data active means activity change below about -30%; inconclusive means mostly about -25% to -30%;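 further: plate controls were DMSO wells for no effect and wells without enzyme for full effect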
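Remaining NADH was detected by diaphorase (0.133 mg/mL) converting 37 µM resazurin to fluorescent resorufin, read at 0 and 20 minutes. The preceding 5-minute room-temperature reaction used 2 nM LDHA, 0.2 mM sodium pyruvate and 0.06 mM NADH at pH 7.4.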
POLK inh: inhibitors of human DNA polymerase kappa | purified Pol kappa, fluorescent DNA synthesis assay, 10 min | Potency, µM (doses to about 107 µM), for the others: top-dose activity, negative = inhibition, hits mostly inhibitors | 0.53% of 400,000 active | Q9UBT6; further: potency means the concentration at half of the fitted maximal effect; on the % scale 0 is the no-effect control and ±100 the full control effect
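Fluorescent qHTS in 1536-well format: enzyme (10 nM) and compound sat 15 min at room temperature before 50 nM substrate (final) was added. Signal taken at 0 and 10 min; no-enzyme buffer wells were negative controls.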
POLI inh: DNA polymerase iota (human) inhibition | Potency, µM (doses to about 115 µM), inactives show at the top dose activity, negative = inhibition, actives largely listed as inhibitors | 1% of 390,000 active | Pol iota fluorescent replication assay, 10 min | Q9UNA4; further: potency means the concentration at half of the fitted maximal effect
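Pol iota at 10 nM preincubated 15 min with compounds at room temperature; reaction started with fluorescent substrate, 50 nM final. Fluorescence read kinetically at 0 and 10 min; buffer-only wells as negative control.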
* = called active by the depositor; ? = inconclusive; . = no result given; & = joins results of further samples; [ ] = another dose, or the depositor's remark. Unless noted, the call rests on the fitted dose curve; in most records, active means well fitted curve in the direction sought with a large enough effect; inconclusive means small, poorly fitted or top-dose-only effect, or another doubt; inactive means no such curve, though single readings can be large; an effect the other way counts as inactive or inconclusive. A portion of the library; rates above refer to the full screens.

SMILES	APEX1 inh	BLM helicase inh	POLH inh	Pol beta inh	Glioma ERSR ind	Apoferritin bind	LDHA inh	POLK inh	POLI inh
O=C(CC(SCCO)c1ccc(F)cc1)c1ccco1 (configuration not stated)	1%	-2%	-4%	18%	-10%	-10%	-4	-5%	-16%
CCC1=C(OC(=O)N(CC)CC)N2C(=O)OC(=NCC(=O)OC)[C@]2(Cc2ccccc2)[C@H]2C1=CC[C@H]1C(=O)NC(=O)[C@H]12	-1%&0%	-2%&1%	-8%	-22%	-2%	-5%&-4%	-1	-10%	4%
CC(C)Oc1ccc(C(=O)Nc2cc(S(=O)(=O)N3CCOCC3)ccc2N2CCOCC2)cc1	-1%	.	-7%	.	-1%	.	-7	-1%	4%
CCn1c(C)nc2cc(C(=O)NNC(=O)Nc3ccc(Cl)c(Cl)c3)ccc21	-10%	-9%	.	65%	.	-4%	.	.	.
COc1ccc(CCNC(=S)NCCc2c[nH]c3ccccc23)cc1	3%	-11%	-12%	-21%	-3%	-20%	-8	-14%	-6%
CCC(C(N)=NCCc1ccc(OC)c(OC)c1)c1ccccc1 (configuration not stated)	21%	3%	1%	23%	-4%	-1%	-5	-12%	3%
Cc1ccc(N(C(=O)Cn2nnc(-c3ccc(F)cc3)n2)C(CC(C)C)C(=O)NCC2CCCO2)cc1 (configuration not stated)	12%	-12%	-18%	34%	-1%	-10%	-6	-19%	75%[activator]
Cc1cc(CNC(=O)COc2cc(F)ccc2[N+](=O)[O-])c2ccccc2n1	-1%	-13%	-4%	0%	-2%	-16%	-3	-15%	0%
Cc1ccc(N2CCN(C(=O)CCS(=O)(=O)c3cc4c(cc3Cl)NC(=O)CO4)CC2)c(C)c1	.	-7%	-23%	-10%	-3%	-21%	-8	-5%	11%
CCOc1ccc(-c2cc(OC(=O)c3ccc(F)cc3)c3c(C)oc(C)c3c(=O)c2)cc1	.	-4%	-7%	2%	-1%	-6%	8	-17%	4%
C=CCOc1ccc(CN(C)C(=O)CN2C(=O)c3ccccc3C2=O)cc1	-5%	-1%	-21%	48%	-1%	6%	-4	-2%	4%
Cc1nnc(-c2ccccc2)c[n+]1[O-]	0%	-4%	9%	23%	-5%	-10%	-21	-4%	4%

No new results follow: 2 of the compounds above.
SMILES	APEX1 inh	BLM helicase inh	POLH inh	Pol beta inh	Glioma ERSR ind	Apoferritin bind	LDHA inh	POLK inh	POLI inh
CCOc1ccc(-c2cc(OC(=O)c3ccc(F)cc3)c3c(C)oc(C)c3c(=O)c2)cc1	.	-4%	-7%	2%	-1%	-6%	8	-17%	4%
C=CCOc1ccc(CN(C)C(=O)CN2C(=O)c3ccccc3C2=O)cc1	-5%	-1%	-21%	48%	-1%	6%	-4	-2%	4%

(list continues)
SMILES	APEX1 inh	BLM helicase inh	POLH inh	Pol beta inh	Glioma ERSR ind	Apoferritin bind	LDHA inh	POLK inh	POLI inh
Cc1cccc(NC(=O)CNc2cc(C)ccc2C)c1	-6%	-2%	-8%	20%	0%	-19%	0	-2%	-25%
Cc1cccc(N=C(N2CCOCC2)P(=O)(N2CCOCC2)N2CCOCC2)c1	-1%	1%	-13%	-2%	-6%	-3%	3	-10%	9%[58.9 µM]
O=C(CSc1nc2c([nH]c3ccccc32)c(=O)n1-c1cccc(Cl)c1)c1ccccc1	.	-8%	-11%	0%	-2%	-1%	2	-6%[60.1 µM]	24%
O=C(COC(=O)c1n[nH]c(=O)c2ccccc12)NC1CCCCC1	21%	.	-15%	.	-3%	.	-4	0%	23%
COc1cc(-c2nnc(-c3ccc(S(=O)(=O)c4ccccc4)cc3)o2)cc(OC)c1OC	-6%	-3%	-8%	8%	-5%	-17%	-9	-7%	20%
CCN1CCN(S(=O)(=O)c2ccc(OC)c3ccccc23)CC1	-2%	1%	-10%	21%	-2%	-9%	0	0%	-3%
Cc1ccc(CS(=O)(=O)c2ccccc2-c2nnc(-c3ccc(Cl)cc3)o2)cc1	-6%	-2%	-5%	-25%	-2%	-15%	-4	-8%	0%
Cc1cc(C)n2nc(C(=O)Nc3ccc(S(=O)(=O)N4CCCCC4)cc3)nc2n1	1%	-3%	?	7%	-2%	-17%	-9	-7%	15%
O=C(c1ccc(S(=O)(=O)Nc2ccccc2Cl)cc1)N1CCOCC1	5%	.	-7%	.	-4%	.	-3	-7%	28%
Cc1nc(NC(=O)CC(C)C)sc1-c1csc(Nc2ccc(Cl)cc2)n1	-8%	-4%	-1%	3%	-3%	-14%	-1	-1%	20%
O=C(Nc1c(Cl)cccc1Cl)C1CCC1	1%	-2%	-10%	1%	-1%	-13%	-10	-4%	15%
COc1cccc(-c2nn(-c3ccc(C)cc3)cc2C(=O)N2CCc3cc(OC)c(OC)cc3C2)c1	-8%	.	-11%	.	-1%	.	-1	-23%	25%

Grouped by structure: the entries above with four or more nitrogen atoms
SMILES	APEX1 inh	BLM helicase inh	POLH inh	Pol beta inh	Glioma ERSR ind	Apoferritin bind	LDHA inh	POLK inh	POLI inh
CCC1=C(OC(=O)N(CC)CC)N2C(=O)OC(=NCC(=O)OC)[C@]2(Cc2ccccc2)[C@H]2C1=CC[C@H]1C(=O)NC(=O)[C@H]12	-1%&0%	-2%&1%	-8%	-22%	-2%	-5%&-4%	-1	-10%	4%
CCn1c(C)nc2cc(C(=O)NNC(=O)Nc3ccc(Cl)c(Cl)c3)ccc21	-10%	-9%	.	65%	.	-4%	.	.	.
Cc1ccc(N(C(=O)Cn2nnc(-c3ccc(F)cc3)n2)C(CC(C)C)C(=O)NCC2CCCO2)cc1 (configuration not stated)	12%	-12%	-18%	34%	-1%	-10%	-6	-19%	75%[activator]
Cc1cccc(N=C(N2CCOCC2)P(=O)(N2CCOCC2)N2CCOCC2)c1	-1%	1%	-13%	-2%	-6%	-3%	3	-10%	9%[58.9 µM]
Cc1cc(C)n2nc(C(=O)Nc3ccc(S(=O)(=O)N4CCCCC4)cc3)nc2n1	1%	-3%	?	7%	-2%	-17%	-9	-7%	15%
Cc1nc(NC(=O)CC(C)C)sc1-c1csc(Nc2ccc(Cl)cc2)n1	-8%	-4%	-1%	3%	-3%	-14%	-1	-1%	20%

Carrying on.
SMILES	APEX1 inh	BLM helicase inh	POLH inh	Pol beta inh	Glioma ERSR ind	Apoferritin bind	LDHA inh	POLK inh	POLI inh
Cn1ccnc1C1CCCCN1Cc1nc(-c2ccc3c(c2)OCO3)no1 (configuration not stated)	-3%	-6%	-1%	12%	-2%	-8%	3	-3%	153%[activator]
CN(CC(=O)Nc1ccc(F)cc1)C(=O)COc1ccc([N+](=O)[O-])cc1Cl	-4%	-2%	-15%	-22%	-5%	-10%	-3	-9%	57%[activator]
CC(C)(C)NS(=O)(=O)c1ccc2nc(NC(=O)Cc3cccs3)sc2c1	0%	-19%	-7%	8%	-1%	-9%	-7	-14%	8%
CCOc1ccc(NC(=O)C(C)Sc2nc3ncccc3o2)cc1 (configuration not stated)	.	-2%	-15%	23%	-2%	-2%	-3	-1%	18%
COc1ccc(NC(=O)CSc2nnc(-c3ccccn3)n2N)cc1	-4%	0%	-18%	20%	-4%	-9%	-4	-5%	22%
CCOc1cc(-c2cc(-c3ccccc3)nc(N)c2C#N)ccc1O	-8%	-10%	2%	-6%	-1%	-13%	4	-7%	3%
COc1ccc(-c2nc(CN3CCN(C(=O)c4ccco4)CC3)c(C)o2)cc1OC	81%[activator]	-4%	-3%	1%	-4%	-15%	-3	-4%	-19%
COC(=O)CCC(=O)Nc1ccc(C)cc1OC(=O)CCC(=O)OC	-2%	-3%	1%	10%	3%	-4%	0	-3%	6%
CCCCc1cn([C@@H](CCCCNC(=O)OC(C)(C)C)C(=O)N2CCN(C(=O)OC(C)(C)C)CC2)nn1	2%	-2%	-14%	?	5%	-19%	0	-15%	?
COc1ccc(NC(=O)CSc2nc3c(c(=O)[nH]2)CCC3)cc1OC	-8%	-3%	-2%	8%	-2%	0%	7	-14%	10%
CC1(c2cccc3ccccc23)OC(=O)c2ccccc21 (configuration not stated)	.	.	-11%	.	-1%	.	-1	-12%	-2%
CCN1CCN(C2=C(NS(=O)(=O)c3ccc(NC(C)=O)cc3)C(=O)c3ccccc3C2=O)CC1	39%	-7%	0%	-16%	-4%	-12%	10	1%	-31%
CC([NH2+][O-])C(C)(C)NO (configuration not stated)	12%	-3%	-5%	11%	-4%	-11%	0	6%	-5%
O=[N+]([O-])c1cccc(CN2CCCCCC2)c1	39%	0%	-10%	44%	-8%	-15%	-5	-14%	-1%
CC(=O)c1cccc(NC(=O)c2ccc(NS(C)(=O)=O)cc2)c1	-2%	-4%	-19%	11%	0%	-1%	-5	-6%	9%
O=C(NCC1CCCO1)C1CCCN1C(=O)Nc1ccc(Cl)cc1 (configuration not stated)	5%	-5%	2%	-8%	-5%	2%	-4	-24%	-2%
CCCn1ccc2c(OCC(=O)NCc3ccc(C)cc3)cccc2c1=O	.	1%	-19%	1%	1%	-5%	-2	-2%[60.1 µM]	29%
CCCN(C(=O)COC(=O)c1cc(CC)c(C)s1)c1c(N)n(Cc2ccccc2)c(=O)[nH]c1=O	-4%	.	18µM*	.	-4%	.	-7	?	40µM*
Cc1ccc(OCCNC(=O)CCNS(=O)(=O)c2ccc3ccccc3c2)cc1	-7%	.	?	.	0%	.	-11	-12%	-34%
O=C(Cc1ccccc1)NCC(=O)N1CCN(c2ccccc2)CC1	-1%	-2%	-23%	4%	-3%	-5%	-8	-1%	34%[activator]
CC(C)=CCC/C(C)=C/CNC(=O)C[C@H]1C[C@H](C(=O)N2CCOCC2)[C@@]2(C)c3[nH]c4cc(-c5ccco5)ccc4c3CCN2C1=O	-24%	.	-21%	.	0%	.	2	-9%	-10%
Cc1cc(C)n2nc(SCc3nnc(SCc4ccccc4C)s3)nc2n1	5%	4%	-8%	3%	-2%	?	3	-8%	-10%
